Compound activity as filed in PubChem BioAssay.
TRPC6 act – mouse TRPC6 channel activation | HEK293-TRPC6 membrane potential dye fluorescence; active compounds read high | B-score at 10 µM | AID 2550 | actives 0.13% (n = 310,000);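 active = B-score of the integrated fluorescence ratio above library mean plus 3 SD, and starting fluorescence ratio within library mean plus 5 SD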;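 also: higher score means more depolarization so channel activation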
TRPC6 inhibitor – mouse TRPC6 channel inhibition. Q61143. HEK293-TRPC6, membrane potential dye, ACh-evoked depolarization; active compounds read low. B-score at 10 µM. actives 1.1% (n = 310,000). AID 2553;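 active = B-score under library mean minus 3 SD, initial fluorescence not abnormally high, positive integrated signal ratio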;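 also: B-score derived from integrated fluorescence ratio over the kinetic read; more negative B-score means stronger inhibition of depolarization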
HDAC3 inh – inhibitors of human histone deacetylase 3; O15379; recombinant HDAC3, fluorogenic peptide/trypsin coupled, fluorescence; inhibition, % at 8.3 µM; actives 0.15% (n = 320,000); AID 2718; in the data active = inhibition above about 26%, passing the limit was not always enough; inconclusive = no clear call, values can overlap the other calls
Target sequence (O15379 whole entry, looked up): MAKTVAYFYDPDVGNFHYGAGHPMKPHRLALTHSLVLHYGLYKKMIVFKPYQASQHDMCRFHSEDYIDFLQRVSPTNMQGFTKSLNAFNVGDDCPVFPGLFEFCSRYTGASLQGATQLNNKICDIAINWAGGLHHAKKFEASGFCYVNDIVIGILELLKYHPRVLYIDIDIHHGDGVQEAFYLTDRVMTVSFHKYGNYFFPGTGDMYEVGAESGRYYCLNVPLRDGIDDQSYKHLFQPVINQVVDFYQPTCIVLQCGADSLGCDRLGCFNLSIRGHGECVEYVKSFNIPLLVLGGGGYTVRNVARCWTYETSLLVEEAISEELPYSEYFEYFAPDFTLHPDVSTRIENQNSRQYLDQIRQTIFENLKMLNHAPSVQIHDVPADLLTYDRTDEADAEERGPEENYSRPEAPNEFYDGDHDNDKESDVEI
MrgX1 antag – human MrgX1 receptor antagonism, primary screen; actives 1.3% (n = 310,000); B-score at 10 µM; AID 588676; Q96LB2; MRGX1-HEK293 calcium flux, Fluo-4, BAM8-22 antagonism; active compounds read low;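 active = calcium-response B-score plate-corrected more than 3 library SD below zero, starting fluorescence within 5 deviations, no agonist response on first addition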;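 also: peak minus trough fluorescence over baseline after final BAM8-22 challenge near maximal dose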
Target sequence (Q96LB2 whole entry, looked up): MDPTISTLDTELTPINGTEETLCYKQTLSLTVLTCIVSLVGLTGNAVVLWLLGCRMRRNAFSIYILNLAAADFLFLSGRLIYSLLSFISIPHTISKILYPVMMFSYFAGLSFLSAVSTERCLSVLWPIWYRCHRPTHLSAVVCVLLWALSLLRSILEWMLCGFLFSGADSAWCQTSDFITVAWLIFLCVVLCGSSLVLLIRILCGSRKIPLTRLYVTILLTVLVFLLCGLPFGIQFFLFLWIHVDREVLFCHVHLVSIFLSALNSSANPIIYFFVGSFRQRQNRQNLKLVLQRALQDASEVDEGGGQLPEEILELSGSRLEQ
MrgX1 allo act – human MrgX1 positive allosteric modulation, primary screen; Q96LB2; MrgX1-HEK293, Fluo-4 calcium flux, FDSS; active compounds read high; B-score at 10 µM; actives 0.63% (n = 310,000);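 active = plate-corrected calcium response at least 3 library SD above typical, normal starting fluorescence, not activating the receptor alone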;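 also: compound read alongside a low EC10 to EC30 dose of BAM8-22 agonist; peak minus trough fluorescence over baseline measured at the second addition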
SKKanGAS inh – SKKanGAS growth inhibition; S. pyogenes SKKanGAS, kanamycin growth, BacTiter-Glo, 6 h; inhibition, % at 7.5 µM; actives 1.3% (n = 300,000); AID 1662;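 active = mean replicate score, as percent of positive control median, at least 50; inconclusive = mean below 50 but one replicate at or above 50; inactive = mean and every replicate below 50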;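 also: strain carries kanamycin resistance gene driven by streptokinase promoter and grows in 40 µg/ml kanamycin; loss of luminescence reflects streptokinase promoter inhibition or plain growth inhibition; 0% = median of DMSO wells and 100% = positive control at its reference dose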
ANO1 activ – mouse TMEM16A channel activation, primary screen; HEK293 TMEM16A/YFP-H148Q/I152L, iodide quench fluorescence; active compounds read low; B-score at 10 µM; actives 0.3% (n = 340,000);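 active = fluorescence-ratio B-score plate-corrected deviation score at least 3 library SD below zero, with starting fluorescence score within 5 deviations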;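 also: channel opened by trigger with iodide after compound preincubation; score built on the fluorescence ratio of max minus min over baseline; more negative score means more quench and so TMEM16A activation or potentiation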
RGS4 block – inhibitors of human RGS4 | AID 463165 | P49798 | actives 0.45% (n = 310,000) | B-score at 10 µM | HEK293 M3R/RGS4 inducible, Fluo-4 calcium flux; active compounds read high; triggered by carbachol at its EC20;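 active = B-score, a plate-corrected calcium signal, over three deviations above library mean, with baseline fluorescence within five deviations of library mean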;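 also: RGS4 expression induced by doxycycline in cells with stable M3 receptor; B-score is computed from the integrated fluorescence ratio over baseline after carbachol; higher B-score means a larger calcium signal and so more RGS4 inhibition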
Target sequence (P49798 whole entry, looked up): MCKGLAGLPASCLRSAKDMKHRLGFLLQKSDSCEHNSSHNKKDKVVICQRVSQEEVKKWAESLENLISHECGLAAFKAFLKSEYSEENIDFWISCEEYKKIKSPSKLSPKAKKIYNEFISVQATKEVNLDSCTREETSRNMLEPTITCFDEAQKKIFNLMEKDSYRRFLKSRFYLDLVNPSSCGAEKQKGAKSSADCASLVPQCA
MrgX1 agonist – human MrgX1 receptor agonism, primary screen; Q96LB2; MrgX1-HEK293 cells, Fluo-4 calcium fluorescence, agonist mode; active compounds read high; B-score at 10 µM; actives 0.44% (n = 310,000); AID 588627;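 active = calcium response B-score plate-corrected fluorescence ratio at least 3 library SD, with starting fluorescence B-score inside 5 SD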
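Assay system: stable human MrgX1 HEK293 cell line. Quantity: 15,000 cells per well. Schedule: cells plated overnight, dye loaded 0.5 h 37 °C, 0.5 h room temperature. Detection: Fluo-4 NW calcium-flux fluorescence, kinetic read. Read-out basis: peak-minus-minimum fluorescence over baseline, converted to B scores. Control set: positive and negative control wells on each plate.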
ANO1 block – mouse TMEM16A channel inhibition, primary screen | HEK293 TMEM16A/YFP iodide influx fluorescence, ionomycin | normalized B-score (activity score, 25-100; higher = stronger inhibition) at 10 µM | actives 1.2% (n = 310,000) | AID 588511;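 active = ratio plate-corrected score three or more library SD toward inhibition, starting fluorescence score within five deviations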;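 also: score derived from kinetic fluorescence span divided by baseline fluorescence per well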
RGS4 pot – RGS4 potentiation or activation | actives 0.92% (n = 310,000) | AID 463111 | HEK293 M3R/inducible RGS4, carbachol calcium flux Fluo4; active compounds read low | B-score at 10 µM;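 active = B-score of the integrated calcium signal more than 4 SD below the library mean, with starting fluorescence not abnormally high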;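 also: negative B-score means reduced calcium response which marks RGS4 activation or potentiation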
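Detection: kinetic calcium fluorescence imaging with Fluo4-AM dye, 2 µM / Material: HEK293 cells with stable M3R and inducible RGS4 / Schedule: recording 10 s baseline at 1 Hz, 100 s post-agonist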
Starred values were filed as active, the others as inactive; i = inactive; ? = inconclusive; / = no result given.

SMILES	TRPC6 act	TRPC6 inhibitor	HDAC3 inh	MrgX1 antag	MrgX1 allo act	SKKanGAS inh	ANO1 activ	RGS4 block	MrgX1 agonist	ANO1 block	RGS4 pot
CCCCCCCCOC(=O)C[N+](C)(C)C/C=C(/C)Cl	i	-7.56*	-4.8	i	i	2.9	i	i	i	i	i
CS(=O)(=O)c1ccc(Cl)c(NC(=O)COC(=O)c2ncc(Cl)c(Cl)c2Cl)c1	i	i	-3.0	i	i	1.6	i	i	i	i	i
CCC1(C)Cc2c(sc3nc(SCC(=O)c4ccccc4)[nH]c(=O)c23)CO1 (stereo not drawn)	i	i	0.4	i	i	11.5	i	i	i	i	i
Cc1ccc(-c2nnc(Oc3ccc(NC(=O)c4ccccc4)cc3)c3ccccc23)cc1	i	i	/	i	i	25.9	i	i	i	i	i
COc1ccccc1NC(=O)C1CCCN(c2cc(C)nc3ncnn23)C1 (stereo not drawn)	i	i	1.4	i	i	-3.4	i	i	i	i	i
CCOC(=O)/C(C#N)=C/c1cc2ccccc2nc1Cl	i	i	-0.6	i	i	-1.3	i	i	i	i	i
COc1ccccc1NC(=O)c1nn(-c2ccc(OC(F)(F)F)cc2)ccc1=O	i	i	-10.5	i	i	4.2	i	i	i	i	i
CS(=O)(=O)N(CC(=O)N1CCN(Cc2ccccc2)CC1)c1ccccc1F	i	i	5.3	i	i	0.5	i	i	i	i	i
Cc1ccc(NC(=S)NC(=O)c2sc3ccccc3c2Cl)c(C(=O)O)c1	i	i	/	/	/	26.1	/	i	/	/	i
Cc1ccc(NC(=O)Cn2c(=S)[nH]c3ccccc32)cc1	i	i	-1.2	i	i	4.4	i	i	i	i	i
COc1cc(C(=O)NCC(C)C)cc(OC)c1OC	i	i	1.0	i	i	-0.3	i	i	i	i	i
COc1cc(NS(=O)(=O)c2ccc(NC(C)=O)cc2)nc(OC)n1	i	i	5.0	i	i	0.9	i	i	i	i	i
CCOc1ccc(S(=O)(=O)N2CCN(c3ccc(OC)cc3)CC2)c2cccnc12	i	i	2.8	i	i	-3.8	i	i	i	i	i
O=C(CCn1c(=O)oc2ccccc21)Nc1ccc(N2CCOCC2)cc1	i	i	-6.9	i	i	1.5	i	i	i	i	i
CCS(=O)(=O)N1CCN(C(=O)c2ccccc2)CC1	i	i	4.5	i	i	5.6	i	i	i	i	i
COc1ccc(C(=O)CCN2CCN(c3ccc(OC)cc3)CC2)cc1	i	i	4.8	i	i	-0.4	i	i	i	i	i
O=c1c2ccccc2oc2cc(OCc3cccc(F)c3)cc(O)c12	i	i	-5.8	i	i	4.8	i	i	i	i	i
CCOC(=O)C1=C(c2ccccc2)NC(SCC(N)=O)=C(C#N)C1c1cccnc1 (stereo not drawn)	i	i	1.4	i	i	-6.8	i	i	i	i	i
CC1(C)CC(=O)C2=C(C1)OC(c1ccc(O)cc1)C(C#N)=C2N (stereo not drawn)	i	i	5.2	i	i	-5.3	i	i	i	i	i
O=C(COc1ccc(Cl)cc1)Nc1cccc(S(=O)(=O)NC2=NCCCCC2)c1	i	i	-7.0	i	i	-7.1	i	i	i	i	i
CC(C)c1nc(SCC(=O)Nc2cccc(C(F)(F)F)c2)c2c(=O)n(C)c(=O)n(C)c2n1	i	i	1.8	i	i	1.2	i	i	i	i	i
O=C(CSc1c[nH]c2ccccc12)NCC1CCCO1 (stereo not drawn)	i	i	/	i	i	-0.1	i	i	i	i	i
COc1ccc(-c2nnc3n(CCc4ccccc4)c(=O)c4ccccc4n23)c(OC)c1	i	i	0.1	i	i	6.8	i	i	i	i	i
CN1CCN(NC(=O)c2cccc(C(F)(F)F)c2)CC1	i	i	0.0	i	i	-17.7	i	i	i	i	i
CN1Cc2c(N3CCOCC3)nc3sc(C#N)c(N)c3c2CC1(C)C	i	i	-6.0	i	i	-2.2	i	i	i	i	i
Remaining list, next part
SMILES	TRPC6 act	TRPC6 inhibitor	HDAC3 inh	MrgX1 antag	MrgX1 allo act	SKKanGAS inh	ANO1 activ	RGS4 block	MrgX1 agonist	ANO1 block	RGS4 pot
CC(C)=CCCC(C)NC(=O)NC1CCCCC1 (stereo not drawn)	i	i	?	i	i	-2.6	i	i	i	i	i
CN1CCCN(C(=O)CSc2ccccc2)CC1	i	i	3.2	i	i	1.4	i	i	i	i	i
COc1ccc(C(=O)/C=C/c2ccc(OC(=O)c3cc(OC)c(OC)c(OC)c3)cc2)cc1	i	i	2.9	i	i	5.0	i	i	i	i	i
CCCCNCC(O)(c1ccc(Cl)cc1)c1ccc(Cl)cc1	i	-5.02*	?	i	i	-2.3	i	i	i	i	i
O=C(Cc1ccccc1)N1CCCC1c1ccccc1 (stereo not drawn)	i	i	-3.6	i	i	-7.6	i	i	i	i	i
CCOC(=O)/C(C#N)=C/c1c(N2CCN(c3ccccc3)CC2)nc2c(C)cccn2c1=O	i	i	-2.4	i	i	21.9	i	i	i	i	-7.75*
COCCCNC(=S)N1CCCC(c2nc3cc(C)c(C)cc3[nH]2)C1 (stereo not drawn)	i	i	0.2	i	i	3.1	i	i	i	i	i
Cc1ccc(N2CCC(N3CCN(C)C(CCO)C3)CC2)cc1 (stereo not drawn)	i	i	-10.0	-4.95*	i	-0.3	i	i	i	i	i
COc1ccc([C@H]2/C=C\CN(Cc3ccc(N(C)C)cc3)[C@@H](C)C(=O)N2Cc2ccc(F)cc2)cc1	i	i	6.4	i	i	1.0	i	i	i	i	i
COc1ccc(NC(=O)C(c2ccccc2)N2CCN(c3ccccn3)CC2)cc1Cl (stereo not drawn)	i	i	-0.1	i	i	-1.4	i	i	i	i	i
Oc1ccc(-c2nccc(-c3ccc(F)cc3)n2)cc1	i	i	-3.9	i	i	7.5	i	i	i	i	i
CCN1CCN(C(=O)c2ccc(CN(c3ccc(C)c(C)c3)S(C)(=O)=O)cc2)CC1	i	i	8.9	i	i	3.9	i	i	i	i	i
Cn1cc(C(=O)N/N=C/c2c(O)ccc3ccccc23)ccc1=O	i	i	-0.9	i	i	-4.8	i	i	i	i	i
O=C(NCc1ccccn1)c1nnc(Cc2ccc(Cl)cc2)o1	i	i	10.8	i	i	-3.1	i	i	i	i	i
O=C(CN1C(=O)CCSc2ccc(S(=O)(=O)N3CCCC3)cc21)NCc1ccccc1Cl	i	i	-2.7	i	i	-10.3	i	i	i	i	i
O=C(COC(=O)/C=C/c1ccc(Br)o1)Nc1ccc2[nH]c(=O)[nH]c2c1	i	i	6.8	i	i	-8.6	i	i	i	i	i
O=C(N/N=C/c1ccc(Br)cc1)c1ccc(F)cc1	i	i	2.9	i	i	1.4	i	i	i	i	i
CCOC(=O)N1CCN(c2c(Nc3cc(C)[nH]n3)c(=O)c2=O)CC1	i	i	0.3	i	i	-0.5	i	i	i	i	i
COc1ccc(-c2[nH]ncc2/C=N/NC(=O)c2ccncc2)c(OC)c1	i	i	10.6	i	i	1.4	i	i	i	i	i
O=C(CC1SC(N2CCCCC2)=NC1=O)Nc1cccc(C(F)(F)F)c1 (stereo not drawn)	i	i	0.3	i	i	0.8	i	i	i	i	i
COC(=O)c1ccc(CN2CCC(Oc3cccc(C(=O)N4CCCC4)c3)CC2)cc1	i	i	-3.7	i	i	4.1	i	i	i	i	-7.96*
Cc1nc(CSc2ccc(Br)cc2)cs1	i	i	0.8	i	i	-0.3	i	i	i	i	i
CCN1C(=O)N[C@@H](c2cccc(C(F)(F)F)c2)C(C(C)=O)=C1C	i	i	2.5	i	i	1.8	i	i	i	i	i
COc1cc(OC)cc(-c2nc(-c3ccc(Br)cc3)no2)c1	i	i	-2.4	i	i	-6.3	i	i	i	i	i
CCOc1ccc(/C=N/NC(=O)Cc2cccs2)cc1	i	i	0.7	i	i	33.9	i	i	i	i	i
Additional compounds:
SMILES	TRPC6 act	TRPC6 inhibitor	HDAC3 inh	MrgX1 antag	MrgX1 allo act	SKKanGAS inh	ANO1 activ	RGS4 block	MrgX1 agonist	ANO1 block	RGS4 pot
CCOC(=O)C(=O)NNc1ccc(Cl)cc1	i	i	-4.9	i	i	3.3	i	i	i	i	i
Cc1ccc(C2=[N+]([O-])C(C)(C)CC2)cc1	i	i	-4.4	i	i	1.1	i	i	i	i	i
O=C1CCCC(=O)N1c1ccc(NCCOCCO)c([N+](=O)[O-])c1	i	i	-1.6	i	i	-4.3	i	i	i	i	i
CCn1c(SCC(=O)N2CCN(c3ccc(F)cc3)CC2)nnc1-c1ccncc1	i	i	/	/	/	-5.6	i	i	/	/	i
N#CC1=C(SCC(=O)c2ccc(Cl)cc2)NC2=C(C(=O)CCC2)C1c1ccco1 (stereo not drawn)	i	i	12.8	i	i	16.1	i	i	i	i	i
CCOC(=O)C(NC(=O)Nc1ncccn1)(Oc1ccccc1)C(F)(F)F (stereo not drawn)	i	i	20.1	i	i	-1.2	i	i	i	i	i
COc1ccc(S(=O)(=O)N2CCC(C(=O)N3CCCC3)CC2)cc1C	i	i	-0.6	i	i	4.4	i	i	i	i	i
CCNC(=O)C1Cc2cc(S(=O)(=O)N3CCCC3)ccc2N1C(C)=O (stereo not drawn)	i	i	-4.7	i	i	2.2	i	i	i	i	i
CCOC(=O)NN1C(=O)c2ccccc2NC1c1ccccc1 (stereo not drawn)	i	i	-14.6	-4.55*	i	3.0	i	i	i	i	i
COc1ccc(CNC(=S)Nc2ccccc2F)cc1	i	i	3.5	i	i	-0.2	i	i	i	i	i
CCOc1ccc(S(=O)(=O)N(C)CC(=O)N2CCN(CC)CC2)cc1	i	i	8.8	i	i	-0.7	i	i	i	i	i
C=CCN1C(=O)c2ccc(C(=O)N3CCN(S(=O)(=O)c4cccc(Cl)c4)CC3)cc2C1=O	i	i	-12.7	i	i	14.5	i	i	i	i	i
COCCn1c(C)cc(C(=O)CSc2nc3ccccc3s2)c1C	i	i	1.1	i	i	-4.0	i	i	i	i	i
O=C(NCCOC(=O)c1ccccc1C(=O)OCCNC(=O)c1cccnc1)c1cccnc1	i	i	-4.4	i	i	2.1	i	i	i	i	i
O=C(Nc1ccc2ccccc2c1)c1cccc(F)c1	i	i	/	i	i	6.1	i	i	i	i	i
Cc1ccc(N2CC(C(=O)NCc3cccnc3)CC2=O)cc1 (stereo not drawn)	i	i	0.0	i	i	2.2	i	i	i	i	i
CC(C)(C)c1ccc(-n2ncc3c2CCCC3NC(=O)CCCn2cncn2)cc1 (stereo not drawn)	i	i	/	/	/	1.8	i	i	/	/	i
CCOC(=O)c1c(C)[nH]c(C)c1C(=O)COC(=O)c1cccc(C)c1O	i	i	11.6	i	i	-4.8	i	i	i	i	i
Fc1ccc(NC(=S)N2CCCN(c3ccc(C(F)(F)F)cn3)CC2)c(F)c1	i	i	7.4	i	i	4.5	i	i	i	i	i
